Compound activity deposited in PubChem by several laboratories.
Bcl-xL primary = blocks human Bcl-xL binding to Bim BH3 peptide; inhibition, % at 10.9 µM; Q07817; actives 0.7% (n = 320,000); AID 2129; GST-Bcl-xL / FITC-Bim BH3 peptide fluorescence polarization;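 active = inhibition above the mean of all tested compounds plus 3 SD, cutoff set per campaign, cut at about 30% in these data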;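 also: 0% = DMSO wells and 100% = unlabeled Bim-BH3 peptide competitor; inhibitors lower millipolarization by displacing the labeled peptide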
MCL1-BIM inh = disrupts human MCL1 binding to BIM-BH3 peptide; GST-MCL1 / FITC-Bim-BH3 fluorescence polarization; inhibition, % at 10.9 µM; actives 0.68% (n = 320,000);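 active = inhibition above the mean inhibition of all tested compounds plus 3 SD, set per campaign, cut at about 40% in these data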;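 also: 0% = DMSO wells and 100% = unlabeled Bim-BH3 peptide control; higher means more loss of mP so more displacement of Bim peptide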
GRK2 inh = inhibitors of human GRK2 displacing RNA aptamer; bead flow cytometry, FAM-aptamer displacement from GRK2; P25098; actives 0.59% (n = 330,000); AID 488847; inhibition of aptamer binding, % at 10 µM;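 active = inhibition of aptamer binding above 40%, roughly 3 SD of noise, on plates passing a quality check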;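 also: median bead fluorescence of bound FAM aptamer so fluorescent compounds give negative values; no value below 0 was filed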
AGP1 TOR yeast = yeast TOR pathway AGP1-GFP modulation; S. cerevisiae AGP1-GFP multiplex flow cytometry, 3 h; GFP as percent of DMSO wells; GFP response vs DMSO, % at 10 µM; actives 0.02% (n = 320,000); AID 2066;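 active = GFP response relative to DMSO above a set limit, near screen average plus 3 SD, cut at about 150% in these data; inconclusive = fewer than 70 cells counted for the yeast strain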;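 also: median GFP channel fluorescence of the gated AGP1 strain per well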
MEX-5 binding = C. elegans MEX-5 TCR-2 RNA binding activity; Q9XUB2; MEX-5/FITC-TCR2 RNA binding, fluorescence polarization; active compounds read low; activity score (negative = inhibition of binding), % at 10 µM; actives 0.38% (n = 300,000);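 active = inhibition past about -25% in most replicates, and total fluorescence under double the plate's negative control median, limit read from the data; inconclusive = replicates evenly split on the limit, or fluorescence at least double controls; inactive = too little inhibition in most replicates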;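 also: 0% = DMSO and -100% = 5 µM competing unlabeled TCR2 RNA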
VLA-4 inh = inhibition in a human VLA-4 binding assay. inhibition, % (about 7 µM as worked out from the volumes in the protocol). actives 0.2% (n = 330,000). VLA-4 expressing cells, ligand binding flow cytometry; in the data active = inhibition above about 50%
Target sequence (P13612 whole entry, looked up): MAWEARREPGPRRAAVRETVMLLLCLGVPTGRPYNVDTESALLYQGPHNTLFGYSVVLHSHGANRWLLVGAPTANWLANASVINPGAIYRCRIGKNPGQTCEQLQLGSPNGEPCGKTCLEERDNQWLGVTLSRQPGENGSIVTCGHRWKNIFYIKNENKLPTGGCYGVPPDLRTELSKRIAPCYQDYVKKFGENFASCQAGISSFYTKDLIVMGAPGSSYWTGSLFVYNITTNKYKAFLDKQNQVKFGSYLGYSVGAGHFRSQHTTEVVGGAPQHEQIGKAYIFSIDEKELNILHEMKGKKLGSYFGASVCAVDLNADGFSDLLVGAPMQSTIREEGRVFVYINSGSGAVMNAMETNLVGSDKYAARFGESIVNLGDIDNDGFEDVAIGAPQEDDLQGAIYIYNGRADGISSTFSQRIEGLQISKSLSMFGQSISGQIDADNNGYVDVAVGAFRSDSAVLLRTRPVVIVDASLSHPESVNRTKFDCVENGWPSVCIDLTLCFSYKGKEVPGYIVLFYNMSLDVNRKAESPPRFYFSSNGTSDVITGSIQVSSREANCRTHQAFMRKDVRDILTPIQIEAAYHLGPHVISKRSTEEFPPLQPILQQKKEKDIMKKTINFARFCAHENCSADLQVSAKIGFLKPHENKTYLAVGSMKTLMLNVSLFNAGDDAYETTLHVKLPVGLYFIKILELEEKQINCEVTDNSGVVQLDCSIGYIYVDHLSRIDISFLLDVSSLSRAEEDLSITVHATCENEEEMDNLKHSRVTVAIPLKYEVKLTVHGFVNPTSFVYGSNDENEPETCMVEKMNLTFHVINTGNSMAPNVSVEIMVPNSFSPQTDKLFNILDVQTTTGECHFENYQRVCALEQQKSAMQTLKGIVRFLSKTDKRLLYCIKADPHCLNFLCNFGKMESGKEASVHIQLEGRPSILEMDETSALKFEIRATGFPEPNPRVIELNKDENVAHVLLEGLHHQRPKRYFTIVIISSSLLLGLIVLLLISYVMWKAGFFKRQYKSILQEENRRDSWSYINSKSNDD
Fam108B counter = counter-screen for RBBP9 inhibitors: inhibitors of mouse Fam108B; inhibition, % at 9.51 µM; recombinant Fam108B, FP-Rh probe fluorescence polarization; actives 0.33% (n = 300,000); AID 1947;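 active = inhibition above the screen mean inhibition plus 3 SD, computed separately per campaign, cut at about 18% in these data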;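 also: inhibitors lower polarization as less probe binds the enzyme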
CIT2 TOR yeast = alters CIT2-GFP fluorescence in TOR pathway yeast screen | S. cerevisiae CIT2-GFP strain, flow cytometry, 3 h; 100 means same as DMSO wells | GFP response vs DMSO, % at 10 µM | actives 0.065% (n = 320,000) | AID 2029;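 active = GFP response relative to DMSO above a set limit, near the screen mean plus 3 SD, cut at about 150% in these data; inconclusive = Fewer than 70 cells measured for a yeast strain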;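 also: ratio of well median GFP fluorescence to mean of DMSO wells on the plate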
GLD-1 TGE inh = GLD-1-TGE RNA interaction inhibition (C. elegans); actives 0.44% (n = 320,000); Q17339; purified GLD-1 + fluorescein TGE RNA, fluorescence polarization; inhibition, % at 5.96 µM;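 active = percent inhibition above a per-plate cutoff, the plate mean of test compounds plus 3 SD, cut at about 30% in these data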;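 also: 0% = DMSO wells with GLD-1 and probe and 100% = wells lacking GLD-1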
* hit, by the source's call; ? = inconclusive; · = no result given; [ ] = dose if it differs, or a comment.

SMILES	Bcl-xL primary	MCL1-BIM inh	GRK2 inh	AGP1 TOR yeast	MEX-5 binding	VLA-4 inh	Fam108B counter	CIT2 TOR yeast	GLD-1 TGE inh
COc1ccc(S(=O)(=O)NCC2CCCN(C(=O)c3ccco3)C2)cc1 (centres undefined)	-1	-6	6	92	-1.0	-17	-6	84	1
CC1CC(C)CN(C(=O)CNC(=O)c2ccc3ccccc3c2)C1 (centres undefined)	-2	-5	2	98	0.3	1	-4	95	5
COc1ccccc1C(=O)OCc1nc(N)nc(Nc2ccccc2C)n1	-2	-12	2	101	0.5	8	0	95	2
CN(C)c1ccc(C(=O)c2ccc(N(C)C)c3ccccc23)cc1	2	7	4	85	0.8	6	-6	80	4
CCN1CCN(CCCNC(=O)CNC(=O)c2nn(-c3ccc(OC)cc3)c(=O)c3ccccc23)CC1	4	3	3	107	2.0	18	2	106	8
C/C(CC(=O)Nc1ccc(Cl)c(C(F)(F)F)c1)=N\NC(=O)c1ccccc1O	-9	-11	4	108	0.9	-18	-10	105	-3
CN(C(=O)c1cccs1)C1(C)CCS(=O)(=O)C1 (centres undefined)	-2	-4	0	100[may fluoresce green]	-2.2	-15	-1	103[may fluoresce green]	-12
Brc1ccc(-c2cn3c(n2)CCc2ccc4cccnc4c2-3)cc1	4	-2	0	95	2.1	-2	-7	89	1
CC(C(=O)N1CCOCC1)N1c2cccc3cccc(c23)S1(=O)=O (centres undefined)	2	9	0	102	-1.2	-8	-4	102	-3
CN(C)c1cc2c(c(N(C)C)c1)C(=O)c1ccccc1C2=O	14	6	1	102	0.8	-7	14	94	5
CC(=O)N1c2ccc(S(=O)(=O)N3CCC(C(=O)N4CCN(c5cc(Cl)ccc5C)CC4)CC3)cc2CC1C (centres undefined)	-1	-4	3	107	0.5	6	-4	102	0
COCCCNC(=S)NNC(=O)c1ccoc1C	4	2	4	100	-2.9	-6	-1	104	6
CSCC[C@H](NC(=O)COc1cc2c(c3oc(=O)c(C)c(C)c13)CCC(C)(C)O2)C(=O)O	7	4	1	98	-0.3	2	1	102	4
COc1ccc(NC(=O)c2cccnc2N2CCCC2)cc1	2	3	3	109	·	-113	7	106	1
Cc1nc2ccc(NC(=O)Cc3ccccc3F)cc2s1	5	-3	4	107	2.1	18	3	95	2
O=C(COc1ccccc1N1C(=O)c2ccccc2C1=O)c1ccc(Cl)cc1	3	0	73*	100	-3.4	-5	-1	97	3
COc1ccc(NS(=O)(=O)c2cccc(C(=O)NNC(=O)c3ccc(C)o3)c2)cc1	4	1	0	100	·	4	·	92	1
O=C(N/N=C/c1ccc(Cl)cc1Cl)c1ccc2nc[nH]c2c1	-5	-6	0	104	2.6	15	-14	98	6
CCOc1ncccc1C(=O)OCC(=O)Nc1ccc(C)c(S(=O)(=O)N2CCOCC2)c1	-2	-10	1	102	1.8	15	-2	100	4
Cc1ccc(Nc2ncccc2C(N)=O)cc1	9	11	0	109	1.0	2	11	106	-4
COc1ccc(-n2ncc(C(=O)NC3CC3)c2C2CCN(C(=O)OC(C)(C)C)CC2)cc1	1	1	4	104	-0.7	0	0	108	10
Cn1c(CCC(=O)Nc2ccc(F)cc2)nc2cc(S(=O)(=O)N3CCOCC3)ccc21	-2	2	2	89	-3.4	13	-1	82	5
CC(NC(=O)C1CCN(C(=O)[C@@H]2Cc3ccccc3CN2)CC1)c1ccccc1 (some centres undefined)	-1	-3	0	105	-2.4	15	0	103	-1
O=C(COC(=O)CNC(=O)c1ccc(Cl)cc1)Nc1ncc(C(F)(F)F)cc1Cl	14	11	4	103	-1.5	-5	2	107	10
COCCN(C(=O)COC(=O)CCc1ccccc1OC)c1c(N)n(Cc2ccccc2)c(=O)[nH]c1=O	-10	-21	3	92	0.0	-6	4	88	4

More records follow:
SMILES	Bcl-xL primary	MCL1-BIM inh	GRK2 inh	AGP1 TOR yeast	MEX-5 binding	VLA-4 inh	Fam108B counter	CIT2 TOR yeast	GLD-1 TGE inh
Cc1nonc1OCC(C)(COc1nonc1C)NC(=O)c1ccccc1	-1	1	3	112	-0.7	24	2	93	6
CC(OC(=O)CCC(=O)c1cccs1)C(=O)Nc1ccc(Cl)cn1 (centres undefined)	4	-2	0	101	3.6	18	2	101	3
CCn1nc(C(C)C(=O)O)c2ccccc2c1=O (centres undefined)	3	-6	0	110	-1.1	10	-2	103	8
COc1ccccc1NC(=O)COc1cccc2c1CCNC2=O	9	-3	0	111	2.8	-2	-1	96	7
O=C(Nn1cnnc1)c1ccc(F)cc1	0	-13	0	100	0.8	0	-2	109	-1
CCOC(=O)c1sc(Nc2ccccc2Cl)nc1C	0	1	4	73	-2.1	8	-1	82	1
Cc1cn(CCOc2ccc(Cl)cc2)c(=O)[nH]c1=O	0	-6	1	97	1.3	15	-1	99	7
Cc1cc(C)c(S(=O)(=O)N2CCOC2CNC(=O)C(=O)NCCCN2CCOCC2)c(C)c1 (centres undefined)	-2	-1	0	101	3.2	24	-1	105	5
COc1cc(CNCc2ccccn2)ccc1OCC(N)=O	-1	-2	3	84	0.2	42	2	77	4
CCc1ccc(CN2C(=O)c3ccccc3C2C(=O)NCC2CCCO2)cc1 (centres undefined)	2	5	0	102	-0.3	4	-2	105	0
O=C(c1ccc(F)cc1)N1CCN(C2CC3CCC2C3)CC1 (centres undefined)	1	6	0	91	0.3	-8	3	101	7
O=S(=O)(Nc1ccc(-c2ccc3nncn3n2)cc1)c1cccc(F)c1	8	5	1	91	1.0	-5	-1	76	2
CCCCn1c(N)c(N(CCOC)C(=O)c2cccc(OCc3ccccc3)c2)c(=O)[nH]c1=O	1	-7	0	108	-1.1	-1	-1	95	1
COCCN(C(=O)CN1CCc2ccccc2C1)c1c(N)n(Cc2ccccc2)c(=O)[nH]c1=O	9	4	2	101	-0.8	-5	-3	98	18
CC(NC(=O)C1CCC1)c1ccccc1 (centres undefined)	0	-1	4	?	1.5	0	1	?	1
O=C(NCc1ccco1)C(c1ccco1)N(C(=O)Cn1nnc2ccccc21)c1ccc2c(c1)CCC2 (centres undefined)	6	8	3	72	-1.6	1	-2	115	7
CCc1ccc(S(=O)(=O)NCc2cn3c(C)csc3n2)s1	4	3	0	91	2.7	11	2	92	4
Cc1cc(=O)[nH]c(SCC(=O)Nc2ccc(S(N)(=O)=O)cc2)n1	6	-2	17	112	-0.1	-5	5	98	-1
CCCCCc1ccc(-c2ccc(C(=O)O)cc2)nc1	5	4	2	17[may fluoresce violet]	0.4	-4	3	?	4
Cc1cc(C)c(S(=O)(=O)N2CCOC2CNC(=O)C(=O)NCCCN2CCCC2=O)c(C)c1 (centres undefined)	7	0	0	98	0.3	-20	3	107	8
CCSc1nnc(NC(=O)CSc2ncccn2)s1	8	1	1	97	-1.2	-2	0	92	4
CC1CCCC(NC(=O)CSc2nnnn2C)C1C (centres undefined)	0	5	0	95	1.3	-5	-4	99	3
CCN(CC)CCNC(=O)c1ccc(NC(=O)CC(NC(=O)c2ccccc2Cl)c2ccccc2)cc1 (centres undefined)	0	-1	2	102	-3.2	5	-1	103	0
COc1ccc(Cl)cc1NC(=O)CN(C)CC(=O)Nc1ccc(S(N)(=O)=O)cc1	1	0	0	103	0.2	17	-2	95	5
Cc1cc(Nc2ccccc2)n(-c2ccc(C(=O)O)cc2)n1	0	0	2	88	0.6	-4	-2	95	8

The results go on.
SMILES	Bcl-xL primary	MCL1-BIM inh	GRK2 inh	AGP1 TOR yeast	MEX-5 binding	VLA-4 inh	Fam108B counter	CIT2 TOR yeast	GLD-1 TGE inh
COC(=O)C(O)(CC(=O)Nc1ccc(OC(F)(F)F)cc1)C(F)(F)F (centres undefined)	-1	-4	0	99	-1.3	4	-2	97	-2
COC(=O)C1(C)CN(S(=O)(=O)c2ccc(C)cc2)c2cc(OC)ccc2C1=O (centres undefined)	2	-1	1	104	-1.1	3	1	95	3
CCc1ccc(N(CC(=O)NC2CCCC2)C(=O)CCC(=O)Nc2cc(C)on2)cc1	5	1	1	96	-0.4	-3	0	109	8
CCCCS(=O)(=O)Nc1ccc(C)cn1	19	19	2	99	0.3	-8	5	111	1
O=C(c1ccc(Cl)c(S(=O)(=O)N2CCOCC2)c1)N1CCN(Cc2ccccc2)CC1	0	7	1	95	0.2	-1	0	91	2
O=C(O)c1ccc(-n2c(O)c(C=C3N=c4ccccc4=N3)sc2=S)cc1	9	7	2	103	-2.4	4	0	109	-3
COc1ccccc1N(C)S(=O)(=O)c1ccc(Cl)c(C(=O)NC2=NCCS2)c1	-1	7	2	99	3.6	0	-1	99	5
O=C(Cc1ccc(Cl)cc1)c1ccc(O)cc1	0	-5	0	100	1.5	2	2	89	-1
CCC(C)(C)NC(=O)C1CCN(c2nc(OC)nc(OC)n2)CC1	7	2	0	102	-0.7	11	1	94	0
CC1(C)CC(=O)C2=C(C1)c1c(ccc3ncccc13)NC2c1cccs1 (centres undefined)	5	6	0	90	1.2	-10	1	98	3

Filtered by structure, those above with fluorine (eight)
SMILES	Bcl-xL primary	MCL1-BIM inh	GRK2 inh	AGP1 TOR yeast	MEX-5 binding	VLA-4 inh	Fam108B counter	CIT2 TOR yeast	GLD-1 TGE inh
C/C(CC(=O)Nc1ccc(Cl)c(C(F)(F)F)c1)=N\NC(=O)c1ccccc1O	-9	-11	4	108	0.9	-18	-10	105	-3
Cc1nc2ccc(NC(=O)Cc3ccccc3F)cc2s1	5	-3	4	107	2.1	18	3	95	2
Cn1c(CCC(=O)Nc2ccc(F)cc2)nc2cc(S(=O)(=O)N3CCOCC3)ccc21	-2	2	2	89	-3.4	13	-1	82	5
O=C(COC(=O)CNC(=O)c1ccc(Cl)cc1)Nc1ncc(C(F)(F)F)cc1Cl	14	11	4	103	-1.5	-5	2	107	10
O=C(Nn1cnnc1)c1ccc(F)cc1	0	-13	0	100	0.8	0	-2	109	-1
O=C(c1ccc(F)cc1)N1CCN(C2CC3CCC2C3)CC1 (centres undefined)	1	6	0	91	0.3	-8	3	101	7
O=S(=O)(Nc1ccc(-c2ccc3nncn3n2)cc1)c1cccc(F)c1	8	5	1	91	1.0	-5	-1	76	2
COC(=O)C(O)(CC(=O)Nc1ccc(OC(F)(F)F)cc1)C(F)(F)F (centres undefined)	-1	-4	0	99	-1.3	4	-2	97	-2

No enrichment for hits; about 2.2% have a hit in one of these screens.
